# Bioassay records: PubChem, The Scripps Research Institute Molecular Screening Center
# TCR CD3 inh = inhibitors of human TCR-CD3 interaction. TAMRA-labeled TCR probe fluorescence, biochemical. inhibition, % at 9.4 µM. 0.37% of 360,000 active; in the data active = inhibition above about 19%;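 also: recombinant mutant TCR 2C K166C tagged with TAMRA read by polarization; 0% = receptor in buffer alone and 100% = receptor with positive control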
# mABHD4 FP = ABHD4 (mouse) inhibition, primary FP screen | Q8VD66 | purified mABHD4, FP-Rh probe fluorescence polarization | inhibition, % at 8.92 µM | 0.54% of 370,000 active | AID 720543;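 active = inhibition exceeding the mean over every tested compound plus 3 SD, cut at about 30% in these data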;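 also: 0% = plate median of compound wells and 100% = S159A mutant with DMSO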
#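 Doses – 8.92 µM, single dose · Material – wild-type mouse ABHD4 protein · Replication – single well per compound (singlicate) · Measure – percent inhibition of probe binding, normalized to plate controls · Schedule – 45 min compound pre-incubation plus 60 min probe step, 25 °C · Detection – fluorescence polarization with parallel and perpendicular emission, 525/598 nm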
# HTRA1 inh = blocks human HTRA1 serine peptidase; AID 504803; 0.5% of 340,000 active; Q92743; recombinant HTRA1, FP-rhodamine activity-based probe, fluorescence polarization; inhibition, % at 5.96 µM; in the data active = inhibition above about 36%;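 also: 0% = enzyme with DMSO and 100% = wells lacking enzyme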
# Target sequence (Q92743 whole entry, looked up): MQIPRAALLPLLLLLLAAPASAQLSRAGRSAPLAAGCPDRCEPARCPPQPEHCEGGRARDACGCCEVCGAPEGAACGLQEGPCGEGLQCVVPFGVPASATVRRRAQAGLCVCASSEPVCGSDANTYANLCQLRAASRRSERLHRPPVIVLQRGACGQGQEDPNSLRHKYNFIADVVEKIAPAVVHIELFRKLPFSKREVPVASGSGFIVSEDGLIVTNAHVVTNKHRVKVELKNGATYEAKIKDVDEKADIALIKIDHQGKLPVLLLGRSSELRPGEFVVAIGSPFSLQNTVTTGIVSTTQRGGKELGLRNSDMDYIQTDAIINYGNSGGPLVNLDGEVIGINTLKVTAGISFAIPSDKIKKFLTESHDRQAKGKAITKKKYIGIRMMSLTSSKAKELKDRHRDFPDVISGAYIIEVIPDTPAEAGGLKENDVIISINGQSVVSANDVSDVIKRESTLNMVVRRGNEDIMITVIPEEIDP
# PRMT1 inh = blocks human protein arginine methyltransferase 1; Q99873; recombinant PRMT1, activity-based probe fluorescence polarization; inhibition, % at 2.79 µM; 1.3% of 370,000 active;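 active = inhibition above about 21% made by adding two undisclosed values, limit read from the data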
# TDP2 absorb = blocks human TDP2 phosphodiesterase activity | inhibition, % at 12.8 µM | AID 720702 | recombinant TDP2, T5PNP hydrolysis, p-nitrophenol absorbance 415 nm | 0.34% of 370,000 active;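 active = inhibition above the mean of all tested compounds plus 3 SD, set per campaign, cut at about 25% in these data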;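 also: 0% = DMSO with enzyme and 100% = buffer with substrate but no TDP2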
#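 Evaluation: % inhibition relative to enzyme-containing and enzyme-free wells. Material: recombinant human TDP2. Benchmarks: enzyme-free and DMSO wells. Timing: enzyme reaction with compound for 2 h at 37 °C. Compound dosing: 12.8 µM only. Measured by: p-Nitrophenol epi absorbance. Reagent: T5PNP substrate at 5 mM, a TopII-DNA adduct mimic. Replication: single well per compound.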
# SIAE primary = blocks human sialic acid acetylesterase; SIAE FP-Rh probe binding, fluorescence polarization; Q9HAT2; 0.69% of 370,000 active; inhibition, % at 9.66 µM;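 active = inhibition above a cutoff: mean of compounds within the control limits plus 3 SD of those, cut at about 17% in these data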;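 also: 0% = plate median of compound wells and 100% = probe without SIAE protein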
# Target sequence (Q9HAT2 whole entry, looked up): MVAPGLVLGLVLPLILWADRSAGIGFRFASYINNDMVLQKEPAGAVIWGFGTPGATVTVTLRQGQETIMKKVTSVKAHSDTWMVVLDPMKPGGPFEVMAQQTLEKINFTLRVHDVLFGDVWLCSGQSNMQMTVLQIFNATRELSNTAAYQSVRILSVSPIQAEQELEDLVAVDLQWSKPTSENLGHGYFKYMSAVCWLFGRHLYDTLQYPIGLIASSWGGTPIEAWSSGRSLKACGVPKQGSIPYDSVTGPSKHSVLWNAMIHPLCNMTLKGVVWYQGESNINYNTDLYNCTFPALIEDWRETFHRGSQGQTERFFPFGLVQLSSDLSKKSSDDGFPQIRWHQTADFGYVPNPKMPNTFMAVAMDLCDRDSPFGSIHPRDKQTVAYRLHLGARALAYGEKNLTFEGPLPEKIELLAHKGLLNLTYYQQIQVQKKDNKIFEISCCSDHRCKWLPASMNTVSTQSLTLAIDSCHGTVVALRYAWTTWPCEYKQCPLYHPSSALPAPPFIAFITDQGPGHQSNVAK
# UHRF1 binding = UHRF1 methyl-DNA binding inhibition; inhibition, % at 4.4 µM; UHRF1 binding to methylated oligo, TR-FRET; AID 687016; 0.75% of 370,000 active; in the data active = inhibition above about 21%;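 also: UHRF1 SRA domain binding a hemimethylated CpG hairpin DNA probe; 0% = median of test compound wells and 100% = reference inhibitor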
# DDE Tn7 FP inh = DD(E)-Tn7 binding inhibition, primary FP screen | P02675 | FP displacement of FITC-Tn7 peptide from fibrin DD(E); 0% = median of compound wells per plate | inhibition, % at 8.3 µM | 0.13% of 370,000 active;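 active = inhibition above the mean of compounds falling within the control limits plus 3 SD of them, cut at about 14% in these data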;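 also: 0% = plate median of compound wells and 100% = 10 µM Aha-Tn7 peptide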
#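 Assay system: Human fibrin DD(E) protein | Medium: Tris buffer with calcium and detergent, pH 7.8 | Reagent: 0.1 µM fluorescent Tn7 | Compound dosing: Single point at 8.3 µM | Times: 10 min preincubation, 3 h with tracer, room temperature | Detection: Fluorescence polarization of the labelled Tn7 tracer | Controls: Aha-Tn7 high control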
# LEDGF integ inh = blocks HIV-1 LEDGF/p75-dependent DNA integration | TR-FRET IN-LEDGF/p75 DNA integration, Eu/Cy5 | inhibition, % at 3.7 µM | 0.64% of 370,000 active | AID 743269;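 active = inhibition above the screen-wide mean plus 3 SD, cut at about 13% in these data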;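 also: signal is the Cy5 over europium emission ratio at 671 and 618 nm; 0% = plate median of compound wells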
# PG9 binder = small molecules binding HIV-1 gp120 antibody PG9; TR-FRET gp120-PG9 antibody binding; AID 624416; 0.43% of 360,000 active; inhibition, % at 6.7 µM; in the data active = inhibition above about 8.5%
# The depositor's hits bear a star; x = no result given.
SMILES,TCR CD3 inh,mABHD4 FP,HTRA1 inh,PRMT1 inh,TDP2 absorb,SIAE primary,UHRF1 binding,DDE Tn7 FP inh,LEDGF integ inh,PG9 binder
COc1ccc(N(C(=O)c2snc(C(N)=O)c2N)C(C(=O)NC2CCCC2)c2ccco2)cc1OC (centres undefined),4,0,-2,-4,-2,14,7,-1,1,-1.4
Cc1ccc(N2C(=O)C3C4C=CC(CNC(=S)Nc5cccc(Cl)c5)(O4)C3C2=O)cc1 (centres undefined),-2,-9,-38,90*,-12,2,3,3,-2,-2.1
c1ccc(Cc2cnc(N3CCN(Cc4cccc(-c5ccsc5)n4)CC3)nc2)cc1,-2,-11,x,-1,-5,2,-1,-3,3,0.2
COc1ccc(C2CC(C(F)(F)F)n3ncc(C(=O)NCC4CCCO4)c3N2)cc1OC (centres undefined),-2,6,-4,-3,-5,4,-3,-8,1,-0.1
COc1ncnc2c1ncn2CCCNCC(c1ccccc1)c1ccccc1,-1,6,-7,3,-8,-2,0,-1,-3,0.6
CCOC(=O)N1CCN(C(=O)CC(=O)Nc2ccc3nc4n(c(=O)c3c2)CCCCC4)CC1,-2,7,-2,-1,3,0,-1,-1,4,0.9
COc1ccccc1NC(=O)/C=C\C(=O)O,-6,-4,5,9,4,2,5,0,-6,-1.7
CCCCN1CC(COCc2ccccc2)Oc2cccc(Oc3ccc(F)cc3OC)c2S1(=O)=O (centres undefined),0,4,x,4,2,-5,2,-10,0,0.0
Cc1cccc(-c2cccc3c4c([nH]c23)[C@@H]2C[C@H]3[C@@H](CN2CC4)[C@H](C)ON3C)c1,x,2,x,-3,3,5,-5,-6,-1,x
C=C(C)Cn1c(CCCNC(=O)CCC)nc2ccccc21,-8,-16,3,-1,-1,-2,6,3,7,1.4
Cc1cccc(NC(=O)C(NS(=O)(=O)c2ccc3c(c2)CCC(=O)N3)c2ccccc2)n1 (centres undefined),-1,6,-13,47*,-12,6,-1,7,-2,-0.8
CCOC(=O)c1c(C)[nH]c(C)c1S(=O)(=O)NCCN1CCN(c2ccccc2F)CC1,6,1,1,-4,-2,4,-1,3,-1,-1.2
CCN(C(=O)COC(=O)c1[nH]c(C)c(C(C)=O)c1C)c1c(N)n(Cc2ccccc2)c(=O)[nH]c1=O,-2,3,0,-1,6,9,11,1,4,-2.1
CC1Cc2ccccc2N1C(=O)c1cnsn1 (centres undefined),-5,8,-4,0,0,4,1,-6,0,1.1
[N-]=[N+]=CC(=O)c1ccnc(C(=O)C=[N+]=[N-])c1,7,2,1,-1,-4,-6,-3,-1,-2,-4.5
Cc1ccc(OCC(=O)NNc2c3ccccc3nc3ccccc23)cc1,-8,13,4,0,-5,-1,0,4,0,-2.0
CCOC(=O)C1CCN(c2c(N3CCCC(C(=O)OCC)C3)c(=O)c2=O)CC1 (centres undefined),-11,0,0,3,2,1,-1,4,-5,0.1
Cn1cc(Cl)c(-c2nc3ccccc3[nH]2)n1,2,5,-1,-1,-3,2,-1,5,0,1.4
COc1ccc(CCNC(=O)[C@H](C)N2C(=O)N3CCc4c([nH]c5ccccc45)[C@@]3(C)C2=O)cc1OC,-4,1,-4,-10,5,-4,2,6,2,-0.3
CNC(=O)CC1C(=O)N(c2ccc(Cl)cc2)C(=S)N1CCc1ccc(OC)c(OC)c1 (centres undefined),-7,0,-1,3,-26,-6,5,-7,9,0.2
Cc1nc2ncnn2c(C)c1CCC(=O)NCCCN1CCN(c2cccc(Cl)c2)CC1,-1,-1,4,-4,-10,0,-1,-4,0,-1.6
C[C@H]1CCCCO[C@@H](CN(C)S(=O)(=O)c2ccc(Cl)cc2)[C@@H](C)CN([C@@H](C)CO)C(=O)c2cc(NS(=O)(=O)c3ccccc3)ccc2O1,-2,24,-2,5,-5,-2,0,0,-5,-1.5
COc1ccc(N2C(=O)CC(C3CCCO3)C2=O)cc1 (centres undefined),9,-4,0,0,11,-1,0,-3,3,-1.1
Clc1ccc(C2=Nn3c(nnc3-c3n[nH]c4c3CCC4)SC2)cc1,0,-7,-19,0,-1,0,0,-1,0,-0.9
c1ccc(CSCc2ccccc2)cc1,16,3,1,-1,1,-1,0,-1,-3,0.6
SMILES,TCR CD3 inh,mABHD4 FP,HTRA1 inh,PRMT1 inh,TDP2 absorb,SIAE primary,UHRF1 binding,DDE Tn7 FP inh,LEDGF integ inh,PG9 binder
CCOC(=O)CC1=Nc2ccccc2NC(=O)C1,-7,5,5,1,-1,6,2,-4,-2,1.6
COC(=O)[C@]12C[C@H](CC(=O)NCc3cccs3)C(=O)N(CCc3ccc(OC)c(OC)c3)C1=C[C@H](C(C)(C)C)O[C@@H]2C,1,-2,x,2,6,1,-3,-2,0,0.1
COc1ccc(CCNC(=O)C2(c3ccccc3)CC2)cc1,-3,-2,6,4,-8,3,2,-1,-7,-2.8
Cc1ccc(C(C)NC(=O)Cc2cccs2)c(C)c1 (centres undefined),5,-2,-5,1,6,-3,-3,6,1,1.0
CCCNC(=O)C(CC)NC(=O)c1cccc([N+](=O)[O-])c1 (centres undefined),2,6,-5,1,8,6,-4,1,0,-0.7
Nc1ccc(N2CCN(c3ccc(Cl)c(Cl)c3)CC2)cc1,7,14,28,0,-5,6,0,0,3,0.9
O=C(NN=Cc1ccco1)C(=O)Nc1ccc(Cl)c([N+](=O)[O-])c1,4,1,x,-5,6,-2,-4,3,1,-2.3
CC(=O)c1cc2ccccc2oc1=O,-8,0,3,3,4,4,-1,5,-5,-0.5
CCC(=O)Nc1c(C)ccc2nsnc12,1,-16,11,1,-4,-4,4,-4,4,1.2
COc1ccc(OC)c2nc3c(cc12)CCC3,3,6,4,-3,3,0,-4,3,-5,-1.0
O=C1NC(=S)N/C1=C\c1ccccc1OCc1ccc(C(=O)O)cc1,-3,-1,4,5,5,-6,-3,3,-4,-2.4
Cc1cc(C)c2c(c1)OC(=O)CC2c1ccccc1C (centres undefined),0,-1,-10,0,-1,1,4,-2,1,0.0
Cc1nc(-c2ccc(F)cc2)c(CC(=O)Nc2cc(S(=O)(=O)N3CCCCC3)ccc2C)s1,-1,-12,-33,-2,-9,-17,-3,0,1,-0.7
CC(=O)N(C)c1ccc(NC(=O)C(c2ccccc2)c2ccccc2)cc1,-6,-3,-7,-1,0,6,1,5,0,0.1
COC(=O)c1c(NC(=O)COC(=O)[C@@H](NS(=O)(=O)c2ccc(C)cc2)C(C)C)sc2c1CCC2,9,-16,-18,-4,-9,1,-1,4,0,0.1
CC(C)NC(=S)N/N=C/c1cccnc1,-2,3,6,0,6,7,-1,-10,0,-1.7
COc1ccc(OCC(O)CNC(=O)Nc2ccc(F)cc2)cc1 (centres undefined),0,-1,2,1,-5,5,-2,2,-1,1.1
CCCCCCCCNC(CO)(CO)CO,2,0,x,1,7,-7,0,-1,-3,1.4
S=c1nc(-c2cccc(Cl)c2)[nH][nH]1,10,-2,0,5,4,9,-4,5,-2,2.8
COc1ccc(NC(=O)CSc2ccc3nnc(-c4cccnc4)n3n2)cc1,0,-7,1,-2,9,-2,-1,-1,-2,1.2
COc1cc([N+](=O)[O-])c(N2CCOCC2)c([N+](=O)[O-])c1OC,-2,3,4,3,-1,-4,1,3,-8,0.2
N#Cc1ccccc1NC(=O)C(=O)NCC1CCCN1S(=O)(=O)c1cccs1 (centres undefined),-1,6,1,2,8,10,0,0,0,2.2
O=c1onc(-c2cccs2)n1Cc1ccccc1,-6,-8,-6,-1,2,1,1,2,-1,1.8
N#CCCN(C(=O)CSc1nc2nc(-c3cccs3)cc(C(F)(F)F)c2c(=O)[nH]1)c1ccccc1,-3,3,-3,3,-10,-5,0,-1,-4,3.5
COc1cccc2c1OCC(C(=O)Nc1nccs1)=C2,-5,0,-23,0,12,-9,-3,-7,4,-1.6

# Entries of single compounds, quoted from the list. Values in the order: TCR CD3 inh, mABHD4 FP, HTRA1 inh, PRMT1 inh, TDP2 absorb, SIAE primary, UHRF1 binding, DDE Tn7 FP inh, LEDGF integ inh, PG9 binder
# Results for O=C(NN=Cc1ccco1)C(=O)Nc1ccc(Cl)c([N+](=O)[O-])c1 = 4, 1, x, -5, 6, -2, -4, 3, 1, -2.3
# Results for Nc1ccc(N2CCN(c3ccc(Cl)c(Cl)c3)CC2)cc1 = 7, 14, 28, 0, -5, 6, 0, 0, 3, 0.9
# Results for COc1ccc(OC)c2nc3c(cc12)CCC3 = 3, 6, 4, -3, 3, 0, -4, 3, -5, -1.0
# Results for CCC(=O)Nc1c(C)ccc2nsnc12 = 1, -16, 11, 1, -4, -4, 4, -4, 4, 1.2
# Results for CCCCCCCCNC(CO)(CO)CO = 2, 0, x, 1, 7, -7, 0, -1, -3, 1.4

# Continuation:
SMILES,TCR CD3 inh,mABHD4 FP,HTRA1 inh,PRMT1 inh,TDP2 absorb,SIAE primary,UHRF1 binding,DDE Tn7 FP inh,LEDGF integ inh,PG9 binder
CN(C)c1ccc(NC(=O)N2CCOCC2)cc1,0,7,12,8,22,10,-2,-5,9,-4.6
COc1ccc(CNS(=O)(=O)c2cc3c4c(c2)CCN4C(=O)CC3)cc1,1,-8,2,7,-19,1,7,0,-6,0.7
Nc1[nH]n2c(=O)cc(-c3ccccc3)nc2c1N=Nc1ccc(S(N)(=O)=O)cc1,-7,32*,14,6,7,-8,-14,7,0,-7.2
Cc1c(N=Cc2c(O)n(Cc3ccco3)c(=O)c3ccccc23)c(=O)n(-c2ccccc2)n1C,-5,5,11,6,-7,8,1,-3,3,-0.3
Cc1ccc(C(=O)O/N=C(\N)c2ccccn2)c(Cl)c1,7,-2,0,-4,6,1,-2,-1,0,2.0
CC(=O)N1CCc2cc(S(=O)(=O)CCC(=O)NCc3cccs3)ccc21,3,8,2,0,4,10,1,11,-3,-1.1
COc1ccc(OC)c(S(=O)(=O)Nc2ccc(-c3ccc4nncn4n3)cc2)c1,0,0,-7,6,17,1,-1,0,1,-1.1
CCN(Cc1nc2cc(Cl)ccc2c(=O)[nH]1)C(=O)COc1ccccc1Cc1ccccc1,-1,-23,-12,2,-9,-1,-1,-4,-3,-1.2
CCOc1cnn(-c2ccccc2)c(=O)c1Cl,3,-1,3,-3,7,11,-3,3,-2,1.5
O=C1C(c2cc(=O)c3ccccc3[nH]2)=C(O)c2ccccc21,3,15,-5,-4,1,-8,-5,-5,3,-3.9
O=C(O)c1ccc(Cl)c(S(=O)(=O)Nc2ccc3[nH]c(=O)[nH]c3c2)c1,-2,4,10,3,-1,5,6,2,2,-1.2
O=c1oc(-c2ccccc2[N+](=O)[O-])nc2ccccc12,3,1,-33,0,-7,2,-3,-9,-6,1.1
CC(C)(C)OC(=O)N/N=C/c1ccc(C(=O)O)cc1,-2,-2,4,-3,-8,-8,2,-4,3,-3.5
O=C(COC(=O)CSc1ccc(Cl)cc1)Nc1ccccc1,-4,-3,-3,1,-2,-7,1,5,-2,2.2
